From PubChem
pAkt inh: HTS Assay for Inhibitors of Akt Phophorylation: Primary Screen. Neuro2A IGF-stimulated pAkt S473 HTRF, 20 min; stronger effect = lower value. activity change, % for hits at 50 µM. hit rate 0.32% among 360,000. AID 651550, 2012; in the data active = activity change below about -80%; inconclusive = mostly about -51% to -80%; also: % is scaled to controls: 0 for no effect and ±100 for the full control effect
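Neuro2A cells (4,500/well, DMEM with 0.5% FBS) were treated with compound at a single 50 µM final concentration, stimulated with 6 nM IGF for 20 min at 37 °C, and lysed. Phospho-Akt Ser473 was read by HTRF as 665/615 ratio ×10^4.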
MmCpn inh: Inhibitors of TCP-1 ring complex (TRiC) of Methanococcus maripaludis (MmCpn): qHTS; AID 504842, 2011; Chaperonin Mm-Cpn (Methanococcus maripaludis); purified Mm-Cpn ATPase, ADP Transcreener TR-FRET; hit rate 0.031% among 330,000; Potency, µM (top dose mostly 76.9 µM), for the others: at the highest dose activity, negative = inhibition, usual class: inhibitors; also: potency is read from the fitted curve at half-maximal effect; % is scaled to controls: 0 for no effect and ±100 for the full control effect; nearly all actives have a fitted effect of over 80% in size
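Compound-treated chaperonin, 25 nM final, turns over 10 uM ATP at 37°C for 30 min following a 10 min preincubation; ADP generated competes with ADP-d2 for Eu-cryptate antibody, lowering FRET.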
FUS yeast rescue: qHTS for Suppressors of FUS Proteinopathy: Primary screen using FUS-linked yeast assay | S. cerevisiae FUS-expressing, growth rescue, OD600, 24 h | Potency, µM (doses to about 76.6 µM), for the others: at the top dose growth rescue (activation), most hits filed as activators | hit rate 0.24% among 390,000 | AID 1347120, 2019;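 also: potency is read from the fitted curve at half-maximal effect; plate controls were DMSO vehicle for no effect and reference control for full effect; nearly all actives have a fitted effect of over 55% in size; some results filed as inactive show a strong effect at the top dose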
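Compound concentration series was pinned onto galactose-induced FUS-expressing yeast seeded at OD 0.005. Plates sat 24hr at 30C; absorbance at 600 nm gave growth. DMSO served as background control.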
TDP43 rescue: qHTS of TDP-43 Inhibitors; TDP-43 expressing yeast growth rescue, BacTiter-Glo, 24 h; Potency, µM (top dose mostly 46.1 µM), inactives show at the highest dose growth rescue (activation), hits mostly activators; hit rate 1.8% among 410,000; AID 652104, 2013; also: potency is read from the fitted curve at half-maximal effect; % of control where 0% means no effect; nearly all actives have a fitted effect of over 50% in size
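Luminescence from BacTiter-Glo reports growth of TDP-43-expressing yeast after 24 hr at 30 deg C with compound. Cells were raffinose-pregrown to mid-log, then seeded in galactose medium at OD600=0.02.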
aSyn yeast inh: qHTS of alpha-syn Inhibitors; AID 652106, 2013; hit rate 0.14% among 370,000; Potency, µM (series often up to 46.1 µM), inactives show at the top dose growth rescue (activation), usual class: activators; Yeast expressing alpha-synuclein, growth rescue, BacTiter-Glo, 24 h; also: potency is read from the fitted curve at half-maximal effect; % of control where 0% means no effect; nearly all actives have a fitted effect of over 65% in size
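Rescue of yeast growth: cells expressing toxic alpha-synuclein, induced in galactose at OD600 0.02, incubated with compound 24 h at 30 C. ATP luminescence quantified growth; inhibitors of toxicity appear as activators.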
Abeta yeast res: qHTS for compounds that reverse cellular toxicity of Amyloid beta (A-beta) peptide in yeast: Primary Screen | yeast expressing A-beta42, growth rescue, OD600, 48 h; response scale: 0% DMSO, 100% iron-clioquinol control | Potency, µM (highest dose often 46.1 µM), inactives show at the top dose growth rescue, most hits filed as activators | hit rate 0.063% among 410,000; also: potency is read from the fitted curve at half-maximal effect; nearly all actives have a fitted effect of over 55% in size
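Yeast growth medium received pinned compounds, then yeast cells expressing toxic A-beta were added; plates incubated at 30 C for 48 hr. Growth read as absorbance at 600 nm, normalized to DMSO and equimolar FeCl3 plus clioquinol controls.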
PTHR1 agonist: qHTS for PTHR1 Agonists: Primary Screen; Parathyroid hormone/parathyroid hormone-related peptide receptor (Homo sapiens), Q03431; HEK293 GP2 PTHR1 cells, GloSensor cAMP luminescence, 1 h; hit rate 0.075% among 410,000; Potency, µM (titrated, usually from 115 µM), for inactives: top-dose activation, usual class: activators; also: potency is read from the fitted curve at half-maximal effect; nearly all actives have a fitted effect of over 55% in size; some results filed as inactive show a strong effect at the top dose; inactives centre near -15; many of its hits are not listed in these tables
Target sequence (Q03431 whole entry, looked up): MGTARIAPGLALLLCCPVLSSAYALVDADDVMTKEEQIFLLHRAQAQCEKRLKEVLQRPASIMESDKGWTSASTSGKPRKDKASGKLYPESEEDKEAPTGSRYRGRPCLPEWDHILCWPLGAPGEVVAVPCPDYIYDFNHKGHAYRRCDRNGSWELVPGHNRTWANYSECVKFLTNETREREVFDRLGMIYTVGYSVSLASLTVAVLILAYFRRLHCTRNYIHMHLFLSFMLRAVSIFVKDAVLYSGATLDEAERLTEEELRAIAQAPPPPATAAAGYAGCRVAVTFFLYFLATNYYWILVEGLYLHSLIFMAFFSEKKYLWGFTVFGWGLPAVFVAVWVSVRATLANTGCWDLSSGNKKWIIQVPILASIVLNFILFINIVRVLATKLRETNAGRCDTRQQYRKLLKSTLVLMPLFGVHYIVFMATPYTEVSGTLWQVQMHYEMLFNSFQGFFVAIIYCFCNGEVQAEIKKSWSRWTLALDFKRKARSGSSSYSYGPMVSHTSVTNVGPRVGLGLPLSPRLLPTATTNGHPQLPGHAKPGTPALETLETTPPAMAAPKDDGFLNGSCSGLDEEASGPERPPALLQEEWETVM
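HEK-293-derived GP2 cells expressing PTHR1 and a GloSensor cAMP reporter, 3,000/well, plated overnight, given luciferin plus IBMX (each 0.5 mM as added) for 1 h at 37 °C, then compound for 1 h at 37 °C. Luminescence was read after 15 min at room temperature.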
HEK293 tox: qHTS of GLP-1 Receptor Inverse Agonists: Cytotox Screen | HEK293 cAMP-luciferase reporter cells, luminescence, 24 h | Potency, µM (highest dose often 38.3 µM), for inactives: top-dose activity change, negative = inhibition, usual class: inhibitors | hit rate 0.13% among 410,000 | AID 624418, 2012;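 also: loss of luciferase light is scored as toxicity; potency is read from the fitted curve at half-maximal effect; % is scaled to controls: 0 for no effect and ±100 for the full control effect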
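Seeding density was 200 cells/uL; after overnight-length (12 h) culture, 23 nL compounds went on for 24 h at 37 °C. Readout used a luciferase detection reagent, luminescence taken after 12 min at room temperature.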
GLP-1R inv ag: qHTS of GLP-1 Receptor Inverse Agonists (Inhibition Mode); HEK293 GLP-1R CRE-luciferase, luminescence, 24 h; GLP-1R form is constitutively active; Potency, µM (titrated, usually from 38.3 µM), without a hit: at the highest dose activity change, negative = inhibition, hits mostly inhibitors; hit rate 1.6% among 410,000; also: potency is read from the fitted curve at half-maximal effect; % is scaled to controls: 0 for no effect and ±100 for the full control effect; nearly all actives have a fitted effect of over 55% in size
Target sequence (P43220 whole entry, looked up): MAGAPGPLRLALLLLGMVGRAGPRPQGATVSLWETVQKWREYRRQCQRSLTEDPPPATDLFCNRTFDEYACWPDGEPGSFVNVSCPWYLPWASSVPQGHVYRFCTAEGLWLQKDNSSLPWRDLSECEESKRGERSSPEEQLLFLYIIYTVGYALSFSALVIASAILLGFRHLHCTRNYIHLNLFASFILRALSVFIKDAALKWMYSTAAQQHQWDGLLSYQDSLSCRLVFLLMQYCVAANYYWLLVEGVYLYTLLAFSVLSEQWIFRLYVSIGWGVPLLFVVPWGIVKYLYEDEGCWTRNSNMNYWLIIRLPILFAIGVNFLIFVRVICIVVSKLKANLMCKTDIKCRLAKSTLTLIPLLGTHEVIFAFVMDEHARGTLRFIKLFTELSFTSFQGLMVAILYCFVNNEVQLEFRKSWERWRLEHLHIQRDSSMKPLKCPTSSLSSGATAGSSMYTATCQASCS
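Luminescence readout: a drop in cAMP-driven luciferase signal flags inverse agonism at a constitutively active GLP-1R stably expressed in HEK293. Compound exposure lasted 24 hr at 37 deg C, 5% CO2.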
An asterisk follows results filed as active; [ ] = remark or other dose. Unless noted, calls follow the shape of the dose curve; as a rule, active = well fitted curve in the direction sought with a large enough effect; inconclusive = small, poorly fitted or top-dose-only effect, or another doubt; inactive = no such curve, though single readings can be large; an effect the other way counts as inactive or inconclusive. An excerpt. The share of hits here may be higher or lower than overall.

`CCOc1ccccc1NC(=O)CN(c1nccs1)S(=O)(=O)c1ccc(N)cc1` gave pAkt inh inactive, MmCpn inh 4%, FUS yeast rescue 25%, TDP43 rescue -12%, aSyn yeast inh -9%, Abeta yeast res 21%, PTHR1 agonist -2%[57.5 µM], HEK293 tox 11% and GLP-1R inv ag -11%.
Screening Nc1nc2c(c(=O)[nH]1)C(c1ccccc1)C1=C(N2)c2ccccc2C1=O (configuration not stated) returned pAkt inh inactive, MmCpn inh -1%, FUS yeast rescue 25%, TDP43 rescue 13%, aSyn yeast inh 0%, Abeta yeast res 13%, PTHR1 agonist inactive, HEK293 tox -12% and GLP-1R inv ag inconclusive.
For CCCCn1c(=O)[nH]c(=O)c2c1nc(-c1ccc(-c3ccc(F)cc3)o1)n2C the results were pAkt inh inactive, MmCpn inh 0%, FUS yeast rescue -17%, TDP43 rescue -5%, aSyn yeast inh 8%, Abeta yeast res 13%, PTHR1 agonist inactive, HEK293 tox -2% and GLP-1R inv ag 12%.
COc1ccc(CCNC(=O)c2ccc3c(=O)n4c(nc3c2)CCC4)cc1OC was read as pAkt inh inactive, MmCpn inh 0%, FUS yeast rescue 6%, TDP43 rescue 0%, aSyn yeast inh 10%, Abeta yeast res -10%, PTHR1 agonist inactive, HEK293 tox -3% and GLP-1R inv ag 19%.
For CC(C)Cn1c(=O)c2ccccc2n2c(CCC(=O)N3CCN(c4ccccc4F)CC3)nnc12 the results were FUS yeast rescue 26%, TDP43 rescue 10%, Abeta yeast res -5%, PTHR1 agonist -15%, HEK293 tox -3% and GLP-1R inv ag -12%.
Screening CCC1CCCCN1CCCNC(=O)CN1C(=O)COc2ccccc21 (configuration not stated) returned pAkt inh inactive, MmCpn inh 2%, FUS yeast rescue -1%, TDP43 rescue 1%, aSyn yeast inh 5%, Abeta yeast res 8%, PTHR1 agonist -17%, HEK293 tox 6% and GLP-1R inv ag 12%.
Screening CCOc1ccccc1NC(=O)C1CCC(CNS(=O)(=O)c2ccc3c(c2)CCCC(=O)N3)CC1 (configuration not stated) returned FUS yeast rescue 16%, TDP43 rescue 13%, Abeta yeast res -4%, PTHR1 agonist -24%, HEK293 tox 4% and GLP-1R inv ag -19%.
`COC(=O)CN(c1ccc(OC)cc1)S(=O)(=O)c1ccc(OC)c(OC)c1` gave pAkt inh inactive, MmCpn inh 0%, FUS yeast rescue 8%, TDP43 rescue 3%, aSyn yeast inh 0%, Abeta yeast res 8%, PTHR1 agonist inactive, HEK293 tox -10% and GLP-1R inv ag 72%[activator].
Screening CCn1c(SCCN2CCOCC2)nc2c1c(=O)n(C)c(=O)n2C returned pAkt inh inactive, MmCpn inh -4%, FUS yeast rescue 5%, TDP43 rescue -9%, aSyn yeast inh -3%, Abeta yeast res -1%, PTHR1 agonist inactive, HEK293 tox 18% and GLP-1R inv ag 58%[activator].
For CCOc1cccc(CNn2cnnc2)c1OCc1ccccc1 the results were pAkt inh inactive, MmCpn inh 0%, FUS yeast rescue 13%, TDP43 rescue 9%, aSyn yeast inh 2%, Abeta yeast res -2%, PTHR1 agonist inactive, HEK293 tox 8% and GLP-1R inv ag 1%.
For Cc1cc(Cl)ccc1NC(=S)NCCCN1CCCC1=O the results were pAkt inh inactive, MmCpn inh 0%, FUS yeast rescue 3%, TDP43 rescue 11%, aSyn yeast inh -1%, Abeta yeast res -17%, PTHR1 agonist 0%, HEK293 tox -4% and GLP-1R inv ag 10%.
`O=C(NCCc1cccs1)c1ccc(CS(=O)Cc2cccc(Cl)c2)o1` (configuration not stated) gave pAkt inh inactive, FUS yeast rescue -1%, TDP43 rescue 21%, aSyn yeast inh 3%, Abeta yeast res 10%, PTHR1 agonist -22%, HEK293 tox -20% and GLP-1R inv ag 5%.
Screening CC(=O)Nc1ccc(SCc2c(C)noc2C)cc1 returned pAkt inh inactive, MmCpn inh 2%, FUS yeast rescue -20%, TDP43 rescue 17%, aSyn yeast inh 1%, Abeta yeast res -2%, PTHR1 agonist -11%, HEK293 tox 1% and GLP-1R inv ag 16%.
For Cc1cc(NC(=O)CCC(=O)N(c2ccccc2F)C(C(=O)NC2CCCC2)c2ccccc2)no1 (configuration not stated) the results were pAkt inh inactive, MmCpn inh 0%, FUS yeast rescue 5%, TDP43 rescue -6%, aSyn yeast inh -1%, Abeta yeast res 6%, PTHR1 agonist inactive, HEK293 tox -5% and GLP-1R inv ag 9%.
`COc1ccc(C2CC(=O)N3CN(c4ccccc4F)CSC3=C2C#N)cc1OC` (configuration not stated) gave pAkt inh inactive, MmCpn inh 0%, FUS yeast rescue 24%, TDP43 rescue 2%, aSyn yeast inh -1%, Abeta yeast res 16%, PTHR1 agonist inactive, HEK293 tox 4% and GLP-1R inv ag 29%.
`CCOC(=O)c1c(N)sn(-c2ccccc2C)c1=S` gave pAkt inh inactive, MmCpn inh 1%, FUS yeast rescue 10%, TDP43 rescue 29%, aSyn yeast inh -22%, Abeta yeast res -19%, PTHR1 agonist -5%[57.5 µM], HEK293 tox -5% and GLP-1R inv ag inconclusive.
`CN(CC(=O)N1CCc2ccccc21)S(=O)(=O)c1cccc2cccnc12` gave pAkt inh inactive, MmCpn inh 1%, FUS yeast rescue -16%, TDP43 rescue 11%, aSyn yeast inh 3%, Abeta yeast res 4%, PTHR1 agonist -25%, HEK293 tox -14% and GLP-1R inv ag 12%.
`COc1ccc(C(Cl)=C(C=O)c2ccc(OC)c(OC)c2)cc1OC` gave pAkt inh inactive, FUS yeast rescue -22%, TDP43 rescue inconclusive, aSyn yeast inh 9%, Abeta yeast res 12%, PTHR1 agonist inactive, HEK293 tox 2% and GLP-1R inv ag 21%.
`CC(=O)NC(Cc1ccccc1)C(=O)N1CCN(C(=O)c2ccco2)CC1` (configuration not stated) gave pAkt inh inactive, MmCpn inh 2%, FUS yeast rescue 17%, TDP43 rescue -23%, aSyn yeast inh -4%, Abeta yeast res -5%, PTHR1 agonist inconclusive, HEK293 tox 4% and GLP-1R inv ag 21%.
For COc1ccccc1-c1sc2ccccc2c1C#CC1(O)CCCCC1 the results were pAkt inh inactive, MmCpn inh inconclusive, FUS yeast rescue 19%, TDP43 rescue 4%, aSyn yeast inh 6%, Abeta yeast res 8%, PTHR1 agonist -43%[inhibitor], HEK293 tox -13% and GLP-1R inv ag inconclusive.

Retrieved by compound from above, 2 records:
For CC(C)Cn1c(=O)c2ccccc2n2c(CCC(=O)N3CCN(c4ccccc4F)CC3)nnc12 the results were FUS yeast rescue 26%, TDP43 rescue 10%, Abeta yeast res -5%, PTHR1 agonist -15%, HEK293 tox -3% and GLP-1R inv ag -12%.
For COc1ccccc1-c1sc2ccccc2c1C#CC1(O)CCCCC1 the results were pAkt inh inactive, MmCpn inh inconclusive, FUS yeast rescue 19%, TDP43 rescue 4%, aSyn yeast inh 6%, Abeta yeast res 8%, PTHR1 agonist -43%[inhibitor], HEK293 tox -13% and GLP-1R inv ag inconclusive.

Continuation.
COc1cc(OC)cc(C(=O)NNC(=O)c2nn(C)c(=O)c3ccccc23)c1 was read as pAkt inh inactive, MmCpn inh -1%, TDP43 rescue 12%, aSyn yeast inh inconclusive, Abeta yeast res 0%, PTHR1 agonist -36%[inhibitor], HEK293 tox -12% and GLP-1R inv ag 24%.
`Cc1cc(F)ccc1S(=O)(=O)N1CCCOC1CNC(=O)C(=O)NCc1ccncc1` (configuration not stated) gave pAkt inh inactive, MmCpn inh -1%, FUS yeast rescue 3%, TDP43 rescue 1%, aSyn yeast inh 0%, Abeta yeast res 4%, PTHR1 agonist inactive, HEK293 tox -9% and GLP-1R inv ag -23%.
Screening COc1ccc(/C=N/N=C2/NC(=O)C(CC(=O)O)S2)cc1OS(=O)(=O)c1ccccc1 (configuration not stated) returned pAkt inh inactive, MmCpn inh 1%, FUS yeast rescue 40%, TDP43 rescue -21%[9.22 µM], aSyn yeast inh -3%, Abeta yeast res 4%, PTHR1 agonist inactive, HEK293 tox 18% and GLP-1R inv ag 16%.
Screening COc1ccc(C(=O)N2CCN(C(=O)COc3ccc(Br)cc3)CC2)cc1OC returned FUS yeast rescue 18%, TDP43 rescue 12%, Abeta yeast res -14%, PTHR1 agonist -13%, HEK293 tox -9% and GLP-1R inv ag -10%.
O=C(c1ccccc1)N1CCN(Cc2cccc(Oc3ccccc3)c2)CC1 was read as pAkt inh inactive, MmCpn inh 2%, FUS yeast rescue 24%, TDP43 rescue inconclusive, aSyn yeast inh 5%, Abeta yeast res -13%, PTHR1 agonist -35%[inhibitor], HEK293 tox -3% and GLP-1R inv ag inconclusive.
Screening COc1ccc2oc(=O)c(-c3nc4ccccc4o3)cc2c1 returned pAkt inh inactive, MmCpn inh 1%, FUS yeast rescue 21%, TDP43 rescue 0%, aSyn yeast inh 6%, Abeta yeast res 19%, PTHR1 agonist -26%, HEK293 tox 109%[activator] and GLP-1R inv ag 59%[activator].
